# BoNT F protease: BoNT/F light chain protease inhibitors, primary screen, biochemical, flow cytometry, MLPCN library; inhibition, % at 10 µM; Multiplex microsphere protease cleavage assay; hit rate 0.22% among 360,000; in the data active = inhibition above about 35%, passing the limit was not always enough; inconclusive = no clear call, values can overlap the other calls; note: plate controls were buffer without enzyme for full effect and enzyme alone for no effect
# CCHFV vOTU inh: CCHFV vOTU protease inhibitors, primary screen, biochemical, Pep-AMC substrate, fluorescence. Crimean-Congo hemorrhagic fever virus L polyprotein viral ovarian tumor (vOTU) protease …. inhibition, % at 11.5 µM. hit rate 0.55% among 370,000; note: 0% = vehicle wells with enzyme and 100% = no enzyme wells
# Mtb FBA inh: Mtb FBA enzyme inhibitors, primary screen, biochemical, fluorescence, strain H37Rv | Fructose-bisphosphate aldolase (Mycobacterium tuberculosis (strain ATCC 25618 / H37Rv)), … | purified M. tuberculosis FBA, fluorescence read-out | inhibition, % at 1 µM | hit rate 2.3% among 360,000; in the data active = inhibition above about 27%;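 note: 0% = vehicle and 100% = reference inhibitor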
# Target sequence (P9WQA3 whole entry, looked up): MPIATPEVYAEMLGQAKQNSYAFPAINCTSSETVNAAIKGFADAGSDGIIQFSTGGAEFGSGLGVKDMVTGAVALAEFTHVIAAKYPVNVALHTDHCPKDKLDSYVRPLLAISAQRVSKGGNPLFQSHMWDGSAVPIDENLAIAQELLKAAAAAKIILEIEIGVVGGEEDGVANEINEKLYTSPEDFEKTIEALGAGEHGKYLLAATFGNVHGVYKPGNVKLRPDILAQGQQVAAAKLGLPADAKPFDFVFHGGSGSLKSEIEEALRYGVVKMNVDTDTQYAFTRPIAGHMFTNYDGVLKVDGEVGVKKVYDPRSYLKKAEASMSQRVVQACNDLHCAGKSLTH
# FadD28 FP inh: inhibitors of FadD28 bisubstrate probe binding, primary screen, biochemical, fluorescence polarization, single point; Mycobacterium tuberculosis FadD28 fatty-acid-AMP ligase; inhibition, % at 12.5 µM; hit rate 0.22% among 360,000; in the data active = inhibition above about 8.5%, passing the limit was not always enough; inconclusive = no clear call, values can overlap the other calls
# GDH-TPI inh: GDH-TPI coupling enzyme inhibitors, primary screen, artefact control for M. tuberculosis FBA inhibitor project, biochemical, absorbance, full deck | GDH-TPI coupled enzyme counterscreen, NADH absorbance | inhibition, % at 4.8 µM | hit rate 1.2% among 360,000;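 note: 0% = DMSO wells and 100% = wells lacking the enzyme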
# UGM FP inh: M. tuberculosis UGM enzyme inhibitors, primary screen, biochemical, fluorescence polarization, single point; purified UGM, fluorescence polarization probe displacement; inhibition, % at 10 µM; UDP-galactopyranose mutase (Mycobacterium tuberculosis (strain ATCC 25618 / H37Rv)), …; hit rate 0.06% among 320,000; in the data active = inhibition above about 10%, passing the limit was not always enough; inconclusive = no clear call, values can overlap the other calls
# Target sequence (P9WIQ1 whole entry, looked up): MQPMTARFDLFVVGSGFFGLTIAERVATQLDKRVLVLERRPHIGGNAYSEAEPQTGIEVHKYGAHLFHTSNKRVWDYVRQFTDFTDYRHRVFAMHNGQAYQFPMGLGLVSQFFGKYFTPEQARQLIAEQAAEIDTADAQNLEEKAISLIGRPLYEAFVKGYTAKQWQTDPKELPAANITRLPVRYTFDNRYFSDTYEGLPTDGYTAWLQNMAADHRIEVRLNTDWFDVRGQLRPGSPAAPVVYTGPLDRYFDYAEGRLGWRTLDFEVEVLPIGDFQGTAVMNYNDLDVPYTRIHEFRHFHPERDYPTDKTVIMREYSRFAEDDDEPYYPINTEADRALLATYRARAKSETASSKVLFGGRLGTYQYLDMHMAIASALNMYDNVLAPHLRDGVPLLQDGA
# PrPC TRFRET: inhibitors of human cell surface prion protein PrPC, primary screen, cell-based, TR-FRET | Major prion protein (Homo sapiens), P04156 | TR-FRET read-out | inhibition, % at 13.8 µM | hit rate 0.43% among 370,000 | AID 720596, 2013; in the data active = inhibition above about 24%; note: 0% = median of the test wells and 100% = reference compound wells
# Mtb BioA inh: M. tuberculosis BioA enzyme inhibitors, primary screen, biochemical, plate reader, single point, HTS; 7,8-diaminopelargonic acid synthase BioA (Mycobacterium tuberculosis); purified M. tuberculosis BioA enzyme; inhibition, % at 9.99 µM; hit rate 0.096% among 360,000; in the data active = inhibition above about 40%; inconclusive = no clear call, values can overlap the other calls
# BoNT A protease: BoNT/A light chain protease inhibitors, primary screen, biochemical, flow cytometry, MLPCN library | Botulinum neurotoxin type A light chain protease (Clostridium botulinum A str. ATCC 3502) | multiplex microsphere protease substrate cleavage | inhibition, % at 10 µM | hit rate 0.17% among 360,000; in the data active = inhibition above about 30%; inconclusive = no clear call, values can overlap the other calls; note: plate controls were buffer without enzyme for full effect and enzyme alone for no effect
# * = called active by the depositor; ? = inconclusive; . = no result given. Cut-off read from the data, not from the text of the source, unless noted: active = inhibition above about 30%; inactive = the rest.
canonical_smiles,BoNT F protease,CCHFV vOTU inh,Mtb FBA inh,FadD28 FP inh,GDH-TPI inh,UGM FP inh,PrPC TRFRET,Mtb BioA inh,BoNT A protease
CC(OC(=O)c1ccccc1Br)C(=O)Nc1nc(-c2cccc([N+](=O)[O-])c2)cs1 (configuration not stated),4,5,-6,-1.3,5,-0.5,0,.,0.1
CC(C)c1ccc2[nH]c(O)c(N=NC(=O)c3cccc(S(=O)(=O)N4CCCCC4)c3)c2c1,0,7,-5,0.8,4,-0.4,0,-1.4,-1.6
COc1ccc(C(NC(=O)C2CCN(CCc3ccccc3)CC2)c2ccccn2)cc1 (configuration not stated),6,-9,8,1.4,-4,.,0,-3.1,-0.3
COc1cc(NC(=O)c2ccc(=O)[nH]n2)cc(OC)c1OC,10,-21,0,0.2,5,1.1,-6,0.1,0.9
COc1ccc(C(=O)Nc2ccnn2C2CCN(Cc3cnn(C)c3)CC2)cc1,1,-4,3,-2.0,0,3.3,4,-1.0,-1.4
CC(Oc1ccccc1)C(=O)NC1CCN(Cc2ccccc2)CC1 (configuration not stated),-9,1,-2,0.0,3,0.1,-3,-1.2,-1.8
COC(=O)C1=C(c2cccc(C#N)c2)C[C@@H]2CC[C@H]1N2C(=O)NCc1cccc2ccccc12,-5,1,-3,-3.5,-1,-2.5,8,-0.2,-0.8
COC(=O)c1ccccc1NC(=O)c1cccnc1,22,4,2,-0.3,6,-0.4,3,0.7,0.4
O=C(NCCc1ccccc1)c1ccc(NC2=NC3CS(=O)(=O)CC3S2)cc1 (configuration not stated),1,-3,-5,-3.8,-3,-0.4,2,0.0,-0.6
CCn1c(=O)n(CC)c2cc(NC(=O)CSc3ccc([N+](=O)[O-])cn3)ccc21,-6,-13,4,-3.4,19,0.3,-12,-0.5,1.9
O=C(COc1ccccc1)N=C1SC2CS(=O)(=O)CC2N1c1ccc(F)cc1 (configuration not stated),4,-5,1,-1.6,13,2.4,-4,2.1,1.4
CCCOC(=O)Nc1ccc(S(=O)(=O)Nn2cnnc2)cc1,0,13,0,-3.9,1,-3.3,-5,2.2,0.2
COc1cc2c(cc1OC)C(c1cccnc1)CC(=O)N2 (configuration not stated),2,2,4,-0.7,7,6.1,-9,1.7,-0.7
CCOc1ccc(S(=O)(=O)NCCC(=O)N2CCCCCCC2)cc1,-4,0,-3,-4.1,7,.,1,-0.2,-0.6
CC(=O)Nc1ccc(S(=O)(=O)NNC(=O)COc2cccc(C)c2)cc1,14,11,7,0.3,9,1.7,-2,.,0.1
O=C(c1cc2c(ccc3ccccc32)o1)N1CCCCC1,3,-3,-1,-2.4,10,1.6,0,0.9,0.2
COc1ccc(-n2nnnc2C(CCSC)N2CCC(n3c(=O)[nH]c4ccccc43)CC2)cc1 (configuration not stated),-9,2,-1,-8.0,.,.,-3,0.2,-0.7
CC(=O)N1CC(=O)Nc2ccc(Br)cc2C1c1ccc(F)cc1 (configuration not stated),17,-1,2,.,4,-0.6,-3,-0.1,0.4
COCCOC(=O)C1=C(C)N(c2ccccc2)C(=S)NC1c1ccccc1C(F)(F)F (configuration not stated),8,-6,7,1.1,11,1.3,0,-0.2,0.2
Cc1cc(C)c(NC(=O)COc2ccc(-n3cnnn3)cc2)c(C)c1,-4,-6,6,-0.4,1,0.2,6,-4.6,0.7
Cc1ccc(S(=O)(=O)N2CCN(S(=O)(=O)c3ccccc3Br)C2=O)cc1,0,1,7,-0.8,-2,.,8,-0.5,-0.2
O=c1c2cc(NC(=S)N3CCCC3)ccc2nc2n1CCCCC2,-4,13,-3,0.2,8,-3.3,0,.,0.0
CCCCN(C=O)c1c(CC)nc2ccc(C(=O)NCc3cccs3)cn12,0,-8,3,-0.2,10,.,4,1.0,0.1
COc1ccccc1CN1CCN(C(CC(C)C)c2nnnn2Cc2cccs2)CC1 (configuration not stated),-28,8,-7,-0.6,3,-0.5,-6,-2.1,1.3

# Reformatted: entries from further up.
# Fields: BoNT F protease	CCHFV vOTU inh	Mtb FBA inh	FadD28 FP inh	GDH-TPI inh	UGM FP inh	PrPC TRFRET	Mtb BioA inh	BoNT A protease
> CCn1c(=O)n(CC)c2cc(NC(=O)CSc3ccc([N+](=O)[O-])cn3)ccc21
    -6	-13	4	-3.4	19	0.3	-12	-0.5	1.9
> O=C(COc1ccccc1)N=C1SC2CS(=O)(=O)CC2N1c1ccc(F)cc1 (configuration not stated)
    4	-5	1	-1.6	13	2.4	-4	2.1	1.4
> CCCOC(=O)Nc1ccc(S(=O)(=O)Nn2cnnc2)cc1
    0	13	0	-3.9	1	-3.3	-5	2.2	0.2

# (more compounds)
canonical_smiles,BoNT F protease,CCHFV vOTU inh,Mtb FBA inh,FadD28 FP inh,GDH-TPI inh,UGM FP inh,PrPC TRFRET,Mtb BioA inh,BoNT A protease
N#CCCN1CCN(CCC#N)CC1,3,-7,3,-2.8,-3,-2.9,3,-0.2,-0.2
CCN(CC)c1nc(Nc2ccccc2)nc(Oc2ccc(=O)n(C)n2)n1,3,4,3,-3.7,-5,-0.8,-6,2.5,-0.2
CCOC(=O)c1c(NC(=O)CSc2nnc(C)c(=O)[nH]2)sc2c1CCCC2,-12,16,-3,0.0,16,1.3,4,.,0.8
Cc1ccc(C)c(Cn2nnc3c(=O)[nH]c(C(=O)NCC4CCCO4)nc32)c1 (configuration not stated),-10,-5,-5,-2.2,0,2.7,-6,1.0,-1.3
O=C(Cn1cc2c(n1)CCCCC2)NC1CCN(Cc2ccccc2)CC1,-6,-1,0,-0.5,5,-0.5,-1,-0.4,-2.0
CCCN(CCC)CCNC(=O)C1CCN(S(=O)(=O)c2cccc3nsnc23)CC1,2,-12,1,-1.8,15,-0.1,-26,0.1,0.6
CCOc1ccc(C(C)(C)C)cc1S(=O)(=O)N1CCOCC1,7,15,0,-0.9,1,0.1,16,0.6,0.5
O=C(c1ccccc1[N+](=O)[O-])N1CC2C3C=CC(C3)C2C1 (configuration not stated),0,-7,-5,-1.6,12,-0.4,-9,0.6,0.2
O=C(C1CC1)n1cc(C(=S)N2CCOCC2)c2ccccc21,-14,1,3,-0.6,12,0.4,4,.,0.1
Cc1cc(SCC(=O)Nc2ccccc2C)nc(C)n1,1,-5,-3,-1.4,11,-0.9,4,-0.2,2.1
CCCCNC(=O)C1(C)CCCCN1C(=O)c1cc2ccccc2s1 (configuration not stated),9,-3,3,-0.9,13,.,9,-3.2,0.4
O=C(O)C1CSC2(c3ccc(F)cc3)CCC(=O)N12 (configuration not stated),-2,-8,-2,-0.7,4,-3.4,8,0.8,-0.7
COc1cccc(CN(C)CC(=O)NCc2ccc(F)cc2)c1OC,-4,5,2,0.6,2,-1.2,0,0.7,1.9
CCC(=O)Nc1cccc(NC(=O)c2ccc3c(c2)OCCO3)c1,-4,-14,-4,-5.1,-1,-2.1,-5,4.6,-0.3
CCOc1ccc(NC(=O)CCC(=O)NNS(=O)(=O)c2ccccc2[N+](=O)[O-])cc1,-2,-1,-1,0.6,2,-2.6,-5,.,-0.1
CCOC(=O)c1ccccc1NC(=O)COC(=O)CCC(=O)c1ccccc1,5,4,1,-2.9,-9,-0.3,5,-1.2,0.1
COc1cccc(CN(C)Cc2nc(Cc3ccccc3Cl)no2)c1,-8,1,3,1.8,1,1.4,-1,.,-0.2
Cc1cc(C2(c3ccc(O)c(C)c3)C(=O)N(C)c3ccc(Br)cc32)ccc1O,.,-4,-3,-2.0,10,0.7,3,-0.4,.
Clc1nssc1=Nc1ccccc1,3,.,-3,-0.7,1,.,.,.,-0.7
CCN=C1NN=C(c2cc(C)n(CCc3ccccc3)c2C)CS1,-34,-5,2,-2.1,19,.,-8,.,9.8
Cc1cccc(NC(=O)c2ccc(S(=O)(=O)N(C)C)cc2)c1,-7,-2,1,-2.0,20,1.1,12,0.9,-1.4
CCOCCCNC(=O)c1ccc(Cn2c(=O)[nH]c3ccsc3c2=O)cc1,-5,-3,-3,-0.8,8,1.4,-1,-2.1,-1.3
CC(NC(=O)CCN1C(=O)c2ccccc2C1=O)c1ccc2c(c1)CCCC2 (configuration not stated),-5,-2,-1,0.0,-7,-2.8,0,-1.5,-0.1
COc1ccc(OCCCn2c(=O)oc3ccccc32)cc1,2,6,-2,-1.7,-4,3.7,-4,.,0.0

# Sorted by SMILES length (rising): part of the list above.
canonical_smiles,BoNT F protease,CCHFV vOTU inh,Mtb FBA inh,FadD28 FP inh,GDH-TPI inh,UGM FP inh,PrPC TRFRET,Mtb BioA inh,BoNT A protease
COc1ccc(OCCCn2c(=O)oc3ccccc32)cc1,2,6,-2,-1.7,-4,3.7,-4,.,0.0
COc1cccc(CN(C)Cc2nc(Cc3ccccc3Cl)no2)c1,-8,1,3,1.8,1,1.4,-1,.,-0.2
CC(NC(=O)CCN1C(=O)c2ccccc2C1=O)c1ccc2c(c1)CCCC2 (configuration not stated),-5,-2,-1,0.0,-7,-2.8,0,-1.5,-0.1

# Further compounds:
canonical_smiles,BoNT F protease,CCHFV vOTU inh,Mtb FBA inh,FadD28 FP inh,GDH-TPI inh,UGM FP inh,PrPC TRFRET,Mtb BioA inh,BoNT A protease
Cc1nn2c3ccccc3n(C)c2nc1=O,-1,-9,7,-0.5,5,-1.3,-4,-0.4,-1.8
O=C(Nc1ccc(F)cc1F)NC1CCCCCCC1,1,-7,-1,?,0,0.2,-2,-2.1,-1.4
COc1ccccc1/C=N/NC(=O)Cn1cnc([N+](=O)[O-])n1,-5,-5,2,-0.7,6,0.6,1,.,-0.1
CCOC(=O)Cc1nnc(NC(=O)c2ccco2)s1,-1,12,-1,-2.0,14,-0.5,-6,-0.4,0.1
NC(=O)NC(=O)COC(=O)[C@H](Cc1ccccc1)NC(=O)c1cccs1,1,-1,-1,-1.3,-3,-1.4,4,-1.9,0.2
O=C(NC1CCCC1)C(c1cccnc1)N(C(=O)c1csnn1)C1CCCC1 (configuration not stated),2,-3,-2,-2.4,5,1.2,2,1.0,0.1
O=C(Cn1c(=O)oc2cc(S(=O)(=O)N3CCCC3)ccc21)N1CCN(c2ccccc2)CC1,-1,4,3,0.5,-4,-1.5,-1,-0.8,-1.4
COc1ccccc1NC(=O)N(CCN(C)C)Cc1cc2cc(C)ccc2[nH]c1=O,-3,1,3,-1.8,9,-1.8,-1,2.1,0.1
CCOC(=O)c1sc(N)c(C(=O)Nc2ccccc2OC)c1C,-4,12,-1,0.8,12,0.2,6,.,-0.9
C=CCC[C@H](Cc1ccc(F)cc1)C(=O)OC[C@@H](Cc1c[nH]c2ccccc12)NC(=O)[C@@H](CC=C)CC(=O)N(CCO)Cc1ccccc1,-14,32*,0,-1.3,13,0.2,6,2.2,-0.8
Cc1ccc(N=Nc2c(N)nn(-c3ccccc3)c2N)cc1,0,14,-3,1.8,25,0.3,-28,.,-1.4
COc1ccccc1N1CCN(C(c2cccs2)C(C)NC(=O)c2cccs2)CC1 (configuration not stated),-8,-13,-1,0.2,2,1.0,-6,.,-1.1
Clc1ccc(/C=C\c2nccc3c2[nH]c2ccccc23)cc1,4,-13,54*,-4.1,6,.,0,.,2.9
COc1cc(OC)cc(-c2c(-c3cccs3)c3cc(-c4ccc(CN5CCOCC5)cc4)ccc3n2C)c1,-9,21,17,-0.7,13,-6.2,9,0.6,0.2
COc1ccc(Oc2nnnn2-c2ccccc2)cc1,-4,5,1,2.2,7,-0.5,-2,0.7,?
Cc1ccc(CNC(=O)C2CSC3(C)CCC(=O)N23)cc1 (configuration not stated),-4,3,2,0.0,1,-0.3,2,0.2,-0.5
Cc1ccc2c(c1)S/C(=C/c1ccc[n+](CCO)c1)N2C,3,8,-15,-4.8,-6,-3.2,-28,0.6,-0.2

# Screening data from PubChem BioAssay.
